Screens from PubChem.
PI4K2A inh – inhibitors of human PI4K2A; Q9BTU6; purified PI4K2A, ADP-Glo luminescence, 1 h; stronger effect = lower value; activity change, negative = inhibition, % at 76.9 µM; 0.13% of 420,000 active; in the data active means activity change below about -50%; inconclusive means mostly about -30% to -49%;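 further: -100% = wells without enzyme as full effect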
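In this quantitative HTS, ADP production by PI4K2A was quantified luminescently after 1 h at ambient temperature; 100 microM adenosine served as plate-quality control.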
Vif-A3F inh – Vif-A3F binding inhibition. 0.2% of 390,000 active. HeLa A3F-eYFP + Vif (tagged APOBEC3F with the HIV-1 protein that degrades it), YFP fluorescence increase. Potency, µM (titrated, usually from 46.1 µM), for the others: top-dose activity, negative = active. AID 602313; further: potency means the concentration at half of the fitted maximal effect; % of control where 0% means no effect; nearly all actives have a fitted effect of over 65% in size
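HeLa cells stably expressing Vif plus C-terminally eYFP-tagged A3F were seeded, incubated overnight at 37 deg C, dosed with compound, incubated overnight again at 37 deg C. Yellow fluorescence (Ex 488/Em 500-530) reported blocked Vif-mediated A3F-eYFP degradation.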
LDHA inh – LDHA (human) enzyme inhibition; P00338; purified LDHA, NADH/diaphorase-resazurin fluorescence; stronger effect = lower value; activity change, % (values are at about 110 or 230 µM); 0.15% of 480,000 active; AID 1347041; in the data active means activity change below about -30%; inconclusive means mostly about -25% to -30%;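 further: plate controls were DMSO wells for no effect and wells without enzyme for full effect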
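Resorufin fluorescence (ex540/em590), read at 0 and 20 min after diaphorase/resazurin addition, reports the NADH left after a 5 min room-temperature reaction of 2 nM human LDH5 with 0.06 mM NADH and 0.2 mM pyruvate.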
Vif-APOBEC3G blk – blocks the Vif interaction with human APOBEC3G; Q9HC16; HeLa A3G-eYFP + Vif (tagged APOBEC3G with the HIV-1 protein that degrades it), YFP fluorescence, overnight; Potency, µM (titrated, usually from 46.1 µM), inactives show at the top dose activity, negative = active, most hits filed as inhibitors; 0.076% of 410,000 active;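 further: potency means the concentration at half of the fitted maximal effect; on the % scale 0 is the no-effect control and ±100 the full control effect; nearly all actives have a fitted effect of over 60% in size; hits raise eYFP signal because A3G escapes Vif-driven loss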
Target sequence (Q9HC16 whole entry, looked up): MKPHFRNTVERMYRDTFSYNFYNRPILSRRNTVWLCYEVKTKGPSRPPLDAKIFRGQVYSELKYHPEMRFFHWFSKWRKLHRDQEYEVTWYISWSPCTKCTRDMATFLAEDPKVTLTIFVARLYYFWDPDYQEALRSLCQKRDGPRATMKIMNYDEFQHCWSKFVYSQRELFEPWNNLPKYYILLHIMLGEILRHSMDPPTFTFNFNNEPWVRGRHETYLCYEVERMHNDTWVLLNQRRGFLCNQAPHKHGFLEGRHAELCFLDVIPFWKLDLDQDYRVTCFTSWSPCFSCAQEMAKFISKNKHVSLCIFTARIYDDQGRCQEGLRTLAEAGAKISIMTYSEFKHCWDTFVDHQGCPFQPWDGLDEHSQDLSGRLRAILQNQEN
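HeLa cells stably expressing Vif and C-terminally eYFP-tagged A3G, seeded overnight at 37 deg C, then exposed to compound by pintool overnight at 37 deg C. Rise in yellow fluorescence (Ex 488/Em 500-530, Acumen) marks blocked Vif-driven A3G degradation.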
TrxR1 substrate – rat thioredoxin reductase 1 substrate activity; purified TrxR1 substrate turnover, NADPH consumption readout; Potency, µM (titrated, usually from 114 µM), without a hit: top-dose activity change, negative = substrate turnover; 0.01% of 390,000 active; AID 588456; further: potency means the concentration at half of the fitted maximal effect; on the % scale 0 is the no-effect control and ±100 the full control effect; nearly all actives have a fitted effect of over 50% in size
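Rat TrxR1, dispensed at 90 nM, was prereduced with 400 uM NADPH (final) for 5 min at ~22 deg C, then incubated with compound 15 min before 400 uM selenite. A first-read NADPH fluorescence drop versus no-compound background flagged substrates.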
Glioma ERSR ind – inducers of ER stress response in human glioma cells. 0.02% of 420,000 active. Potency, µM, for inactives: at the highest dose activation, actives largely listed as activators. U87-MG GRP78 promoter luciferase reporter, 16 h. AID 602332; further: potency means the concentration at half of the fitted maximal effect; series mostly up to about 76 µM; % of control where 0% means no effect; nearly all actives have a fitted effect of over 35% in size
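Stably transfected U87-MG human glioma cells carrying a GRP78-based luminescent sensor were seeded at 1000 cells/well, pin-dosed with compounds and incubated 16 h. Luciferase reagent was then added, and end-point luminescence was read after 10 min at room temperature.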
USP1-UAF1 inh – blocks the human USP1/UAF1 deubiquitinase complex. 0.23% of 390,000 active. O94782. AID 743255. recombinant USP1/UAF1, Ub-Rhodamine cleavage fluorescence. Potency, µM (titrated, usually from 57.1 µM), for inactives: at the highest dose activity change, negative = inhibition, hits mostly inhibitors; further: potency means the concentration at half of the fitted maximal effect; on the % scale 0 is the no-effect control and ±100 the full control effect; nearly all actives have a fitted effect of over 60% in size; inactives centre near -12
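Step one: compound is pinned into 1nM USP1/UAF1 in HEPES pH 7.8 buffer with TCEP. Step two: 15 min room-temperature incubation. Step three: Ub-Rho (150nM final) starts cleavage, tracked by fluorescence over six one-minute reads.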
RXFP1 ag – agonists of human relaxin receptor RXFP1; Q9HBX9; AID 2676; Potency, µM (series often up to 57.5 µM), inactives show at the highest dose activation, usual class: activators; 0.3% of 370,000 active; HEK293T-RXFP1 cAMP TR-FRET, 30 min; response scale: percent of porcine relaxin response, buffer zero; further: potency means the concentration at half of the fitted maximal effect; on the % scale 0 is the no-effect control and ±100 the full control effect; nearly all actives have a fitted effect of over 60% in size; many of its hits are not listed in these tables
Target sequence (Q9HBX9 whole entry, looked up): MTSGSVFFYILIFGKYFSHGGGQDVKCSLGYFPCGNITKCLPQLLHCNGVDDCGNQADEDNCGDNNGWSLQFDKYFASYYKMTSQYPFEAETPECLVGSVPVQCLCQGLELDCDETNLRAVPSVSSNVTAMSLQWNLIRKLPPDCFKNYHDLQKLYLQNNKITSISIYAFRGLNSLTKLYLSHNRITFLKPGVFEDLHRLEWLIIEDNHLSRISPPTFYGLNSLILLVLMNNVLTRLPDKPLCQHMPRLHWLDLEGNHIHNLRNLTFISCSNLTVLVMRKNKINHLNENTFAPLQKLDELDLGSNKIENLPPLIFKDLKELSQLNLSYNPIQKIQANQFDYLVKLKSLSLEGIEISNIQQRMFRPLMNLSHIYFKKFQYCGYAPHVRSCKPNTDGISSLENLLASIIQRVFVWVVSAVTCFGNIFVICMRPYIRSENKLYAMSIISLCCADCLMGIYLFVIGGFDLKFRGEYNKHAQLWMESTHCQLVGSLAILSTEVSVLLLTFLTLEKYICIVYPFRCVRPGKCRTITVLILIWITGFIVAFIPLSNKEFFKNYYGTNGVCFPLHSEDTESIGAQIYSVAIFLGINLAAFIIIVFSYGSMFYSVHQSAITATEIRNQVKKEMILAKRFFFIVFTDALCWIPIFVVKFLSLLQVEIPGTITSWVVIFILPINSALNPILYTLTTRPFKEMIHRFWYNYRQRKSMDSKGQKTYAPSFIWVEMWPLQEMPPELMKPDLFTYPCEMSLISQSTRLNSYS
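HEK293 cells stably expressing RXFP1, treated 30 min at 37C with compounds plus PDE4 inhibitor Ro 20174; cAMP measured by HTRF TR-FRET. Normalized to buffer and 29 nM porcine relaxin; EC50 by Hill fit.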
mIDH1 inhibitor – inhibitors of human mutant IDH1 R132H | O75874 | IDH1-R132H enzyme, NADPH consumption, diaphorase/resazurin fluorescence | Potency, µM (doses to about 76.6 µM), without a hit: top-dose activity change, negative = inhibition, usual class: inhibitors | 0.093% of 390,000 active | AID 602179; further: potency means the concentration at half of the fitted maximal effect; on the % scale 0 is the no-effect control and ±100 the full control effect; nearly all actives have a fitted effect of over 65% in size
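IDH1-R132H (0.5 ug/mL) preincubated 30 min with compound, then NADPH (0.016 mM) and alpha-KG (2 mM) added; 80 min at RT, pH 7.5. Remaining NADPH coupled via diaphorase/resazurin to fluorescence (540/590 nm); concentration-response curves normalized to no-enzyme control.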
* marks the source's active call; other numbers are inactive results; & = joins results of further samples; [ ] = dose if it differs, or a comment. Unless noted, the call rests on the fitted dose curve; in most records, active means well fitted curve in the direction sought with a large enough effect; inconclusive means small, poorly fitted or top-dose-only effect, or another doubt; inactive means no such curve, though single readings can be large; an effect the other way counts as inactive or inconclusive. Not all compounds are listed, so the mix of outcomes need not match the whole.

For C=CCSc1nc2c(c(=O)[nH]1)C(C(C)C)C(C#N)=C(N)O2 (configuration not stated) the results were PI4K2A inh -5, Vif-A3F inh 2%, LDHA inh -3, Vif-APOBEC3G blk -4%, TrxR1 substrate 7%[57.1 µM], Glioma ERSR ind -2%, USP1-UAF1 inh -17%, RXFP1 ag inconclusive and mIDH1 inhibitor -5%.
Cc1nc2cc(C(=O)O)ccc2n1-c1ccc(C(C)C)cc1 was read as PI4K2A inh 2, Vif-A3F inh -8%, LDHA inh -4, Vif-APOBEC3G blk 2%, TrxR1 substrate 4%, Glioma ERSR ind 2%, USP1-UAF1 inh -11%, RXFP1 ag 1.5% and mIDH1 inhibitor 0%.
Oc1ccc(/C=N/Nc2ccc(Cl)nn2)cc1O was read as PI4K2A inh -3, Vif-A3F inh inconclusive, LDHA inh 5, Vif-APOBEC3G blk -18%, TrxR1 substrate -8%, Glioma ERSR ind 16%, USP1-UAF1 inh -3%, RXFP1 ag -1.1% and mIDH1 inhibitor 4%.
For O=c1cc(N2CCCCCC2)[nH]c(=O)n1-c1ccc(Cl)cc1 the results were PI4K2A inh -1, Vif-A3F inh 0%, LDHA inh -1, Vif-APOBEC3G blk 3%, TrxR1 substrate 6%[57.1 µM], Glioma ERSR ind 0%, USP1-UAF1 inh -16%, RXFP1 ag 0.7% and mIDH1 inhibitor -5%.
`CON(C)c1nc(NCC(C)C)nc(OCC#N)n1` gave PI4K2A inh 2, Vif-A3F inh 9%, LDHA inh -1, Vif-APOBEC3G blk 1%, TrxR1 substrate 20%[57.1 µM], Glioma ERSR ind -4%, USP1-UAF1 inh -6%, RXFP1 ag 2.2% and mIDH1 inhibitor 9%.
For CC(=O)Nc1ccc(S(=O)(=O)NNC(=O)c2ccc(S(=O)(=O)N3CCCCC3)cc2)cc1 the results were PI4K2A inh 0, Vif-A3F inh 2%, LDHA inh 4, Vif-APOBEC3G blk -1%, TrxR1 substrate 10%[57.1 µM], Glioma ERSR ind -4%, USP1-UAF1 inh -6%, RXFP1 ag 2.0% and mIDH1 inhibitor 2%.
`CC(C)[n+]1ccn(C2=C([O-])c3ccccc3C(=O)/C2=N\S(=O)(=O)c2ccccc2)c1` gave PI4K2A inh -9, Vif-A3F inh -22%, LDHA inh 36, Vif-APOBEC3G blk 0%, TrxR1 substrate -4%[57.1 µM], Glioma ERSR ind 3%, USP1-UAF1 inh inconclusive, RXFP1 ag -6.0% and mIDH1 inhibitor 20%.
CN(C)S(=O)(=O)c1cccc(NC(=O)CCNC(=O)c2ccccc2Cl)c1 was read as PI4K2A inh 3, Vif-A3F inh 6%, LDHA inh -11, Vif-APOBEC3G blk -3%, TrxR1 substrate -12%, Glioma ERSR ind -4%, USP1-UAF1 inh -7%, RXFP1 ag -0.6% and mIDH1 inhibitor 4%.
O=C(Nc1ccc(Cl)cn1)c1ccc(-c2ccc(Cl)c(Cl)c2)o1 was read as PI4K2A inh -4, Vif-A3F inh 0%, LDHA inh -2, Vif-APOBEC3G blk 1%, TrxR1 substrate 128%[activator], Glioma ERSR ind -2%, USP1-UAF1 inh -20% and mIDH1 inhibitor 8%.
For CC1CCCC(C)N1C(=O)COc1ccc(F)cc1 (configuration not stated) the results were PI4K2A inh 5, Vif-A3F inh 4%, LDHA inh -2, Vif-APOBEC3G blk 0%, TrxR1 substrate 5%, Glioma ERSR ind -1%, USP1-UAF1 inh -20%, RXFP1 ag -3.7% and mIDH1 inhibitor 14%.
`O=C(NCc1cccnc1)c1cc(Cl)ccc1[N+](=O)[O-]` gave PI4K2A inh -4, Vif-A3F inh 3%, LDHA inh -6, Vif-APOBEC3G blk 0%, TrxR1 substrate 6%, Glioma ERSR ind 0%, USP1-UAF1 inh -13%, RXFP1 ag 1.3% and mIDH1 inhibitor 1%.
Nc1nnc(/C=C/c2ccccc2Cl)s1 was read as PI4K2A inh -14, Vif-A3F inh 0%, LDHA inh -5, Vif-APOBEC3G blk -5%, TrxR1 substrate 11%[11.4 µM], Glioma ERSR ind -4%, USP1-UAF1 inh -13%, RXFP1 ag 2.8% and mIDH1 inhibitor 1%.
For Brc1ccc(-c2c[n+]3c(n2-c2ccccc2)SCC3)cc1 the results were PI4K2A inh -4, Vif-A3F inh 7%, LDHA inh 0, Vif-APOBEC3G blk 1%, TrxR1 substrate 10%[57.1 µM], Glioma ERSR ind -5%, USP1-UAF1 inh 3%, RXFP1 ag 1.5% and mIDH1 inhibitor 22%.
Screening O=C(Nc1n[nH]c(=S)s1)c1ccco1 returned PI4K2A inh -9, Vif-A3F inh -2%, LDHA inh -1, Vif-APOBEC3G blk 1%, TrxR1 substrate -7%, Glioma ERSR ind -1%, USP1-UAF1 inh -13%, RXFP1 ag -0.6% and mIDH1 inhibitor -6%.
For CCc1ccc(CNC(=O)c2c(C)oc3ncn(CC(C)C)c(=O)c23)cc1 the results were PI4K2A inh -6, Vif-A3F inh 1%, LDHA inh -3, Vif-APOBEC3G blk -4%, TrxR1 substrate -13%, Glioma ERSR ind -1%, USP1-UAF1 inh -11%, RXFP1 ag -3.8% and mIDH1 inhibitor -6%.
CC1CCCCC1NC(=O)c1ccc2c(c1)OCCO2 (configuration not stated) was read as PI4K2A inh -4, Vif-A3F inh -8%, LDHA inh 0, Vif-APOBEC3G blk 0%, TrxR1 substrate -1%, Glioma ERSR ind 10%, USP1-UAF1 inh -6%, RXFP1 ag 2.3% and mIDH1 inhibitor 2%.
COc1cc(NC(=O)c2ccccc2F)ccc1NC(=O)c1cc2ccccc2o1 was read as PI4K2A inh 0, Vif-A3F inh 5%, LDHA inh -5, Vif-APOBEC3G blk 0%, TrxR1 substrate 13%, Glioma ERSR ind -2%, USP1-UAF1 inh -8%, RXFP1 ag 5.7% and mIDH1 inhibitor -6%.
`CCn1c(SCc2ccc(F)cc2Cl)nc(=O)c2c(C(=O)OC)cc(C3CC3)nc21` gave PI4K2A inh 0, Vif-A3F inh -6%, LDHA inh 0, Vif-APOBEC3G blk -14%, TrxR1 substrate 1%[57.1 µM], Glioma ERSR ind -7%, USP1-UAF1 inh 3%, RXFP1 ag 0.0% and mIDH1 inhibitor 0%.
For CCc1ccc(NC(=O)CSc2ccc(-c3ccccn3)nn2)cc1 the results were PI4K2A inh -2&-7, Vif-A3F inh inconclusive, LDHA inh -3&0, Vif-APOBEC3G blk -2%&-8%, TrxR1 substrate -6%&-15%, Glioma ERSR ind 4%&-4%, USP1-UAF1 inh -11%&-17%, RXFP1 ag -4.0%&0.3% and mIDH1 inhibitor -5%&6%.
For Cc1cc(C)n(-c2nc3c(c(=O)[nH]c(=O)n3C)n2CCc2ccccc2)n1 the results were PI4K2A inh -4, Vif-A3F inh 0%, LDHA inh 1, Vif-APOBEC3G blk inconclusive, TrxR1 substrate -14%, Glioma ERSR ind -1%, USP1-UAF1 inh 2%, RXFP1 ag 2.1% and mIDH1 inhibitor -6%.
N#Cc1cccc(OC(=O)C2CCN(C(=O)c3ccc(F)cc3)CC2)c1 was read as PI4K2A inh 9, Vif-A3F inh 2%, LDHA inh -1, Vif-APOBEC3G blk 0%, Glioma ERSR ind -3%, USP1-UAF1 inh -24% and mIDH1 inhibitor 4%.
`CCOC(=O)N1CCN(C(=O)c2cc3c(s2)-c2c(C)cccc2OC3)CC1` gave PI4K2A inh -1, Vif-A3F inh 3%, LDHA inh -11, Vif-APOBEC3G blk 4%, TrxR1 substrate 152%[activator], Glioma ERSR ind -2%, USP1-UAF1 inh -10%, RXFP1 ag 13% and mIDH1 inhibitor -7%.
Screening CCOC(=O)N1CCN(Cc2nc3c(c(=O)n(C)c(=O)n3C)n2CCCc2ccccc2)CC1 returned PI4K2A inh -1, Vif-A3F inh 10%, LDHA inh -4, Vif-APOBEC3G blk -9%, TrxR1 substrate 4%, Glioma ERSR ind -6%, USP1-UAF1 inh -7%, RXFP1 ag 5.8% and mIDH1 inhibitor 10%.
Screening CCc1nccn1CCC(=O)N1CCc2c([nH]c3ccccc23)C1CC(C)C (configuration not stated) returned PI4K2A inh -2, Vif-A3F inh 0%, LDHA inh -1, Vif-APOBEC3G blk -3%, TrxR1 substrate 14%, Glioma ERSR ind -2%, USP1-UAF1 inh -28%, RXFP1 ag 1.3% and mIDH1 inhibitor -11%.
`O=C(CSc1nccn1-c1ccc(Cl)cc1)Nc1nc2ccccc2s1` gave PI4K2A inh 2, Vif-A3F inh -17%, LDHA inh -18, Vif-APOBEC3G blk 0%, TrxR1 substrate 2%[57.1 µM], Glioma ERSR ind -5%, USP1-UAF1 inh inconclusive, RXFP1 ag 0.1% and mIDH1 inhibitor 0%.
`O=C(O)CC(CNC(=O)C1CCCN1C(=O)OCc1ccccc1)c1ccccc1` (configuration not stated) gave PI4K2A inh 2, Vif-A3F inh 7%, LDHA inh -4, Vif-APOBEC3G blk 1%, TrxR1 substrate 8%, Glioma ERSR ind 0%, USP1-UAF1 inh -17%, RXFP1 ag 0.1% and mIDH1 inhibitor -2%.
For CCOC(=O)C1=C(CS(=O)(=O)c2ccc(C)cc2)NC(=O)NC1c1ccc(C(C)C)cc1 (configuration not stated) the results were PI4K2A inh 4, Vif-A3F inh 3%, LDHA inh 4, Vif-APOBEC3G blk -3%, TrxR1 substrate -5%, Glioma ERSR ind -4%, USP1-UAF1 inh -30%, RXFP1 ag 3.9% and mIDH1 inhibitor -3%.
